# Source: PubChem
# ALDH1A1 inh = qHTS Assay for Inhibitors of Aldehyde Dehydrogenase 1 (ALDH1A1). 7.3% of 220,000 active. Aldehyde dehydrogenase 1A1 (Homo sapiens), P00352. Purified ALDH1A1, NADH fluorescence, propionaldehyde substrate. Potency, µM (titrated, usually from 75.3 µM), for inactives: top-dose activity, negative = inhibition, hits mostly inhibitors; active means well fitted inhibition curve with a large enough effect, not every such curve was filed as active; inconclusive means small, poorly fitted or top-dose-only effect, or another doubt; inactive means no such curve, though single readings can be large or run the other way;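 further: plate controls were no enzyme wells and a reference inhibitor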
# Target sequence (P00352 whole entry, looked up): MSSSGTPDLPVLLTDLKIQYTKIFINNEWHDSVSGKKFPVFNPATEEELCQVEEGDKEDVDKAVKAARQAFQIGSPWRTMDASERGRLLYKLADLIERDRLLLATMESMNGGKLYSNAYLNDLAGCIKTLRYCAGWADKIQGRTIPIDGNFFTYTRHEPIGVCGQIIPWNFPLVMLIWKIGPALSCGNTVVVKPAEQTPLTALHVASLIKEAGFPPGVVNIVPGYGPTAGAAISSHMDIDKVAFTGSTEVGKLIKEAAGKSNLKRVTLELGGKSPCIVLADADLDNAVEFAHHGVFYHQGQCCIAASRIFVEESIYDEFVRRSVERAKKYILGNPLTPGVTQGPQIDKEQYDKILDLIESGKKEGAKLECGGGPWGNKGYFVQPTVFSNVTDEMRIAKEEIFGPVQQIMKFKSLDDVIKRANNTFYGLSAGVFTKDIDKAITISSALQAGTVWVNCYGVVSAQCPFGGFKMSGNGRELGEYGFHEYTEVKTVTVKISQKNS
# KinaseGlo FLuc = Counterscreen for Luciferase (Kinase-Glo TM) Inhibition | 0.28% of 200,000 active | Luciferin 4-monooxygenase (Photuris pensylvanica), Q27757 | Potency, µM (titrated, usually from 38.3 µM), for the others: top-dose activity change, negative = inhibition, actives largely listed as inhibitors | Kinase-Glo luciferase, ATP luminescence, 8 min | AID 1379, 2008; further: on the % scale 0 is the no-effect control and ±100 the full control effect; nearly all actives have a fitted effect of over 60% in size
#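 Recombinant Kinase-Glo luciferase, 10 uM ATP (linear range), luciferin; imidazole pH 7.2 / KCl / MgCl2 / Tween / BSA buffer; 8 min RT; luminescence.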
# Tau ThT inhib = qHTS for Inhibitors of Tau Fibril Formation, Thioflavin T Binding. 2.1% of 270,000 active. Microtubule-associated protein tau (Homo sapiens), P10636. AID 1460, 2008. recombinant tau K18 P301L (four-repeat tau fragment), heparin-induced fibrillization, ThT fluorescence. Potency, µM (doses to about 57.4 µM), for inactives: at the top dose activity, negative = inhibition, usual class: inhibitors; further: on the % scale 0 is the no-effect control and ±100 the full control effect; nearly all actives have a fitted effect of over 55% in size
# Target sequence (P10636 561-689 P618L limits assumed): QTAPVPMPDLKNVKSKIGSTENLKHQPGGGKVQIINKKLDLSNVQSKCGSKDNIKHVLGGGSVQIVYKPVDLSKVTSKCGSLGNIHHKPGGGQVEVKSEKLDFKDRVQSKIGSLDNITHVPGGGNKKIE
#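 Recombinant human tau K18 fragment […] carrying P301L, 15 uM unlabeled plus 0.24 uM Alexa 594-labeled, was fibrillized with 20 uM heparin in 100 mM sodium acetate pH 7 for 6 hr at 37 C; 30 uM ThT fluorescence read after 1 hr.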
# Lamin A splicing = qHTS Assay for Modulators of Lamin A Splicing; HeLa LMNA splicing GFP/RFP minigene ratio, 48 h; Potency, µM (titrated, usually from 46.1 µM), for the others: at the top dose ratio change, negative = inhibition, usual class: inhibitors; 0.01% of 200,000 active; active means well fitted inhibition curve with a large enough effect in the signal ratio, with a control signal flat, not every such curve was filed as active; inconclusive means small, poorly fitted or top-dose-only effect, or effect the other way, or a change in a side signal; the % refers to the signal ratio; further: on the % scale 0 is the no-effect control and ±100 the full control effect
#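 S3 HeLa stable clones carrying a lamin A-EGFP splicing minigene plus DsRed2 were seeded at 600 cells/well in Opti-MEM with 2% FBS, pin-dosed and incubated 48 h at 37°C. Acumen cytometry (488 nm) gave the GFP/RFP total-intensity ratio.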
# L3MBTL1 inh = qHTS Assay for the Inhibitors of L3MBTL1; Lethal(3)malignant brain tumor-like protein 1 (Homo sapiens), Q9Y468; AlphaScreen L3MBTL1–H3K9me1 peptide binding; Potency, µM (highest dose often 57.1 µM), inactives show top-dose activity, negative = inhibition, hits mostly inhibitors; 0.66% of 230,000 active; further: on the % scale 0 is the no-effect control and ±100 the full control effect; nearly all actives have a fitted effect of over 60% in size
#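 AlphaScreen proximity signal between nickel-chelate acceptor and streptavidin donor beads (final 10 ug/mL) reports binding of 50 nM L3MBTL1 to 75 nM biotin-H3 K9me1 peptide; complex incubated with compounds 30 min at room temperature; cefsulodin titration as control.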
# RECQ1 helicase = qHTS Assay for Inhibitors of RecQ-Like Dna Helicase 1 (RECQ1). ATP-dependent DNA helicase Q1 (Homo sapiens), P46063. 0.54% of 240,000 active. AID 2549, 2010. Potency, µM (top dose mostly 57.3 µM), for inactives: at the highest dose activity, negative = inhibition, hits mostly inhibitors. RECQ1 DNA unwinding, red fluorescence kinetic read;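 further: plate controls were vehicle for no effect and no enzyme for full effect; nearly all actives have a fitted effect of over 30% in size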
#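 50 nM RECQ1T1 preincubated 15 min with compound in Tris pH 8.0 buffer with MgCl2, DTT, Tween-20 and 2.5 ug/ml poly(dI-dC); started with 200 nM TAMRA/BHQ-2 forked duplex and 2 mM ATP. Unwinding read as fluorescence (525/598 nm), two reads 2 h apart.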
# KDM4E inh = qHTS Assay for Inhibitors of Human Jumonji Domain Containing 2E (JMJD2E); Lysine-specific demethylase 4E (Homo sapiens), B2RXH2; JMJD2E catalytic domain, FDH-coupled NADH fluorescence (FDH is formaldehyde dehydrogenase); Potency, µM (titrated, usually from 57.1 µM), for the others: top-dose activity change, negative = inhibition, most hits filed as inhibitors; 1.6% of 230,000 active; AID 2147, 2009; active means well fitted inhibition curve with a large enough effect, not every such curve was filed as active; inconclusive means small, poorly fitted or top-dose-only effect, or another doubt; inactive means no such curve, though single readings can be large or run the other way;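 further: 0% = wells with enzyme and -100% = buffer wells without enzyme; nearly all actives have a fitted effect of over 50% in size; many of its hits are not listed in these tables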
# Target sequence (B2RXH2 1-337 limits assumed): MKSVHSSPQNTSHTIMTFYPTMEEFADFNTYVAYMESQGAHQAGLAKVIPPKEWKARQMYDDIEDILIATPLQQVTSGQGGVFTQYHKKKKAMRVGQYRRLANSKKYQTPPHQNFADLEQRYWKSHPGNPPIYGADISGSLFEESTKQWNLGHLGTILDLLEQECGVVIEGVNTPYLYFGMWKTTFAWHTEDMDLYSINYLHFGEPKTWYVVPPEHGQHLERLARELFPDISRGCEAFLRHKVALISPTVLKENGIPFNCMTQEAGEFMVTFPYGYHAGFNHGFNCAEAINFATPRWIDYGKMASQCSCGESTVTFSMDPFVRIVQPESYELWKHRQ
# SMN2 splice enh = qHTS Assay for Enhancers of SMN2 Splice Variant Expression; HEK293 SMN2-luciferase splicing reporter, luminescence, 30-36 h; 2.8% of 210,000 active; Potency, µM (titrated, usually from 46.1 µM), for inactives: top-dose activity change, positive = activation, hits mostly activators; AID 1458, 2008; further: % of control where 0% means no effect; nearly all actives have a fitted effect of over 55% in size
#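 HEK293 cells carry an SMN2 minigene-luciferase reporter in which exon 7 inclusion puts luciferase in frame. Cells were seeded at 2000 cells/well, attached for 10-12 hours, then exposed to compounds for 30-36 hours at 37C before ONE-Glo luminescence.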
# The depositor's hits bear a star; i = inactive; ? = inconclusive; nt = not tested or not shown; & = joins results of further samples; [ ] = dose if it differs, or a comment. Unless noted, the call rests on the fitted dose curve; in most records, active means well fitted curve in the direction sought with a large enough effect; inconclusive means small, poorly fitted or top-dose-only effect, or another doubt; inactive means no such curve, though single readings can be large; an effect the other way counts as inactive or inconclusive. Potency means the concentration at half of the fitted maximal effect. These rows are one share of the data (hit frequency here may not be typical).
SMILES,ALDH1A1 inh,KinaseGlo FLuc,Tau ThT inhib,Lamin A splicing,L3MBTL1 inh,RECQ1 helicase,KDM4E inh,SMN2 splice enh
Nc1nonc1-n1nnc(C(=O)N/N=C/c2cccc(Cl)c2)c1CSc1ccc(Cl)cc1,-1%,2%,4%,nt,nt,-16%,8%,-12%
COc1ccc(NC(C)=O)cc1NC(C)C(=O)Nc1cc(C(F)(F)F)ccc1N1CCOCC1 (stereo not given),6%,4%,-5%,-6%,2%,-5%,-8%,0%
COc1ccc(/C=C/C2=C[C@]3(C)C[C@]2(C)[C@H](c2ccc(OC)cc2)CC3=O)cc1,-10%,-6%,5%,nt,nt,-2%,-14%,9%
CC(=O)OC1CC2(C)C(=O)CCC2C2CCc3cc(O)ccc3C12 (stereo not given),-2%,-7%,-9%,7%,-2%,-3%,1%,-17%
CCCCOc1ccc(C(=O)NCc2ccccn2)cc1,-3%,-5%,-10%,-10%,5%,-10%,-3%,5%
CCOC(=O)C1=C(C)Nc2sc(C(=O)c3ccc(C)cc3)c(N)c2C1c1ccc(C(=O)OC)cc1 (stereo not given),5%,3%,13%,-13%,7%,-13%,-29%,19%
COc1ccc(OC)c(C2CC(=O)N3CN(c4ccccc4)CSC3=C2C#N)c1 (stereo not given),7.9µM*,-1%,28µM*,5%,nt,-8%,?,3%
Cc1cccnc1NC(=O)c1ccccc1-c1ccccc1C(=O)Nc1ncccc1C,4%,-2%,4%,-8%,34%[activator],-8%,-4%,6%
CCN(CC)CCCNC(=O)c1cn(CCOC)c(=O)c2c1c1ccccc1n2C,?,-5%,-12%,-6%,-3%,1%,?,-8%
COc1ccc(NC(=O)c2ccc(CN3CCN(c4ccccc4)CC3)cc2)cc1OC,?,-1%,?,?,-8%,-9%,-28%,-66%[inhibitor]
COC(=O)C1=C(C)N(C)C(C)=C(C(=O)OC)C1c1ccsc1,5%,nt,0%,-2%,-1%,-1%,-2%,nt
CCn1c(SCC(=O)Nc2nc(-c3ccc(C)cc3)cs2)nnc1-c1ccccc1,1%,-1%,-16%,8%,nt,0%,8%,-24%
O=c1c2c3nc4ccccc4nc3n(-c3cccc(F)c3)c2ncn1Cc1ccc2c(c1)OCO2,12%,-5%,-15%,9%,2%,i,12%,-3%
Cc1ccc(NCN2C(=O)C3C4CCC(C4)C3C2=O)cc1 (stereo not given),3%,-1%,-6%,3%,nt,-9%,14%,3%
CC1=C2C(=O)OC(c3ccoc3)C2(C)CCC1 (stereo not given),0%,21%,-5%,14%,nt,i,-10%,22%
O=C(C1CCN(CC2CC=CCC2)CC1)N(CCc1ccccc1)Cc1ccccc1 (stereo not given),-4%,-4%,9%,?,0%,2%,-1%,nt
O=C(NCCCn1ccnc1)c1cn(-c2ccccc2)nc1-c1ccc(F)cc1,-1%,-3%,3%,-5%,-8%,-2%,5%,12%
O=C(CCN1C(=O)c2ccccc2C1=O)N1CCN(Cc2ccc(Cl)cc2Cl)CC1,?,0%,?,5%,-9%,-2%,3%,-7%
COc1ccc(Nc2nc(C(=O)N(CCO)Cc3ccccc3)cs2)cc1,-7%,-7%,?,nt,-22%,-10%,5%,nt
CNC(=S)NNC(=O)Cc1ccc(O)cc1,6%,4%,4%,?,-1%,i,0%,-7%
COc1cccc(C2(O)CC(C(F)(F)F)=NN2C(=O)c2ccccn2)c1 (stereo not given),-12%,-1%,-3%,-14%[46 µM],-3%,-14%,3%,nt
O=C(CN1C(=O)COc2ccccc21)NCCN1CCc2ccccc2C1,?,-2%,0%,4%,3%,10%,13%,7.1µM*
O=c1c2ccccc2nc(SCc2ccccc2Cl)n1Cc1ccccc1,0%,-1%,-4%,-9%,10%,-15%,-4%,-19%
O=C(Cn1nc(Cc2cccnc2)c2ccccc2c1=O)Nc1ccc2c(c1)OCO2,-15%,-2%,-17%,-14%,8%,-1%,9%,16%
O=C(NCCc1ccc(Cl)cc1)C1CCN(C(=O)c2sccc2-n2cccc2)CC1,0.5µM*,2%,-19%,-22%,nt,-1%,2%,-1%
CC(C)(C)Nc1scc(-c2ccccc2)[n+]1-c1ccccc1,?,0%,5%,-27%[46 µM],nt,0%,-3%,9%
COc1ccc(S(=O)(=O)N2CCCOC2CNC(=O)C(=O)NCCCn2ccnc2)cc1 (stereo not given),-14%,3%,-2%,?,5%,-2%,-4%,-16%
Cn1c(=O)oc2cc(S(=O)(=O)N3CCCC(C(=O)NCC4COc5ccccc5O4)C3)ccc21 (stereo not given),5%,-1%,9%,?,1%,i,-7%,-37%[inhibitor]
C/C(=C(/NC(=O)c1ccccc1)C(=O)O)c1ccco1,1%,1%,-13%,0%,1%,0%,-25%,-13%
CC(=O)Nc1nc(-c2cccs2)cs1,-4%,0%,-11%,7%,0%,-7%,?,-5%

# Tau ThT inhib: what is marked active above.
Compound	ALDH1A1 inh	Tau ThT inhib	RECQ1 helicase	KDM4E inh
COc1ccc(OC)c(C2CC(=O)N3CN(c4ccccc4)CSC3=C2C#N)c1 (stereo not given)	7.9µM*	28µM*	-8%	?

# Next compounds follow.
SMILES,ALDH1A1 inh,KinaseGlo FLuc,Tau ThT inhib,Lamin A splicing,L3MBTL1 inh,RECQ1 helicase,KDM4E inh,SMN2 splice enh
CN(C)CCCNC(=O)c1cc(C(=O)Cc2ccccc2)c[nH]1,-5%,-2%,1%,6%[46 µM],-7%,i,4%,8%
N#C/C(=C\c1cn(Cc2ccc(C#N)cc2)c2ccccc12)C(=O)NCc1cccs1,-2%,-2%,-1%,-5%,2%,-11%,12%,-2%[1.84 µM]
CCCCc1ccc(NC(=S)NCc2ccccc2OC)cc1,-15%,0%,-6%,?,-10%,i,-19%,-10%
O=C(CN1CCOCC1)N/N=C/c1ccccc1,11%,-1%,-5%,1%[46 µM],7%,i,6%,3%
CCOc1ccc(S(=O)(=O)N(C)c2ccc(OCC(=O)Nc3nc(-c4cc(OC)ccc4OC)cs3)cc2)cc1,4%,4%,-4%,?,-14%,-2%,-6%,0%
COCC(=O)Nc1nnc(SCC(=O)NCc2cccs2)s1,0%,0%,-5%,2%,0%,i,7%,12%
C=CCc1ccccc1OCC(O)CN1CCN(Cc2ccc3c(c2)OCO3)CC1 (stereo not given),-9%&-12%,3%&-2%,-4%&-7%,16%,-12%&7%,-10%&0%,-7%&-1%,-37%&-14%[inhibitor]
CCOC(=O)CSc1n[nH]c(NC(=O)NC(C)C)n1,6%,nt,0%,nt,12%,11%,5%,nt
CCOc1ccc(N=Nc2c(N)[nH][nH]c2=O)cc1,19µM*,?,8%,9%,-10%,3%,-5%,?
Cc1ccccc1OCc1nc(-c2ccccc2)no1,-4%,-1%,?,-7%,-25%[11.4 µM],-6%,9%,32µM*
CN(CC(=O)Nc1ccc(S(=O)(=O)N2CCCC2)cc1)Cc1ccc(Cl)cc1Cl,?,-3%,-4%,?,0%,-5%,-18%,-10%
O=C(c1ccc2nc(-c3ccco3)c(-c3ccco3)nc2c1)N1CCN(c2ccccc2)CC1,8.9µM*,1%,?,?,?,-7%,?,-101%[inhibitor]
Cc1cc(C)n2c(SCC(=O)N3CCN(S(=O)(=O)c4ccc(Cl)cc4)CC3)nnc2n1,?,-4%,5%,7%,-1%,-7%,?,-8%
O=C(COC(=O)c1sc2cc(Cl)ccc2c1Cl)Nc1ncc(Cl)cc1Cl,2%,-2%,-11%,?,-3%,i,-11%,1%
O=C(CSc1nc2c(sc3ccccc32)c(=O)n1CCCN1CCCC1)NCC1CCCO1 (stereo not given),?,6%,-1%,17%,nt,-2%,2%,4%
COc1ccc(S(=O)(=O)Nc2cccc(-c3ccc4nncn4n3)c2)cc1F,-10%,1%,-10%,-17%[46 µM],-17%,i,8%,2%
Cc1cc(C)c(CN2CCC(CO)(CCOc3ccccc3)CC2)cc1C,1%,nt,-7%,nt,6%,-3%,3%,nt
COc1ccc(S(=O)(=O)N2CCCCCC2)cc1C(=O)OCC(=O)NCC(C)C,?,-2%,1%,1%,nt,-2%,-3%,-8%
Cc1c(NC(=S)N2CCN(c3cccc(Cl)c3)CC2)c(=O)n(-c2ccccc2)n1C,5%,1%,-15%,nt,4%,i,5%,-23%
COc1ccc(NC2=C(NCCO)C(=O)c3ccccc3C2=O)cc1,11µM*,?,13µM*,?,?,-5%,?,-10%
CCC(=O)N/C=C/n1cnc2cc(C(F)(F)F)ccc21,9%,-4%,-2%,-4%,0%,-9%,9%,-6%
O=C(O)c1ccccc1C(=O)NCC(O)c1ccccc1 (stereo not given),-5%,nt,-1%,?,-3%,-3%,?,nt
COc1cc(C2N3CC4(C)CN2CC(C)(C3)C4)ccc1O (stereo not given),?,5%,5%,17%,13%,-1%,2%,-14%
CN(C)S(=O)(=O)N1CCN(C(=O)N2CCCCCC2)CC1,1%,3%,-5%,10%,nt,-12%,-1%,-6%
COc1cccc(Nc2nc(N)c([N+](=O)[O-])c(NCc3ccccc3)n2)c1,nt,nt,?,nt,?,?,-1%,nt
O=C(Nc1ncc2c(n1)-c1ccccc1CC2)c1ccc(F)cc1,-12%,1%,-9%,2%,-5%,0%,-2%,-16%
CCC1(C)Cc2c(sc3c2c2ncnn2c2nnc(SCC(=O)NCc4ccco4)n32)CO1 (stereo not given),?,-1%,-9%,-4%,-21%,-10%,4%,2%
